# Screening results (PubChem BioAssay)
# NSD2 HMT inh = NSD2 histone methyltransferase inhibitors, primary screen, biochemical, AlphaScreen, single concentration, set 2 | Histone-lysine N-methyltransferase NSD2 (Homo sapiens), O96028 | NSD2 peptide methylation, 120 min | inhibition, % at 12.5 µM | hit rate 0.54% among 310,000 | AID 743445, 2014; in the data active = inhibition above about 50%
# PvdQ inh = P. aeruginosa PvdQ acylase inhibitors, primary screen, biochemical, fluorescence, plate reader and imaging, single point. PvdQ acylase [Pseudomonas aeruginosa LESB58]. purified PvdQ acylase. inhibition, % at 10 µM. hit rate 0.063% among 340,000. AID 488965, 2010; in the data active = inhibition above about 30%, passing the limit was not always enough;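 note: 0% = vehicle neutral wells and 100% = reference inhibitor wells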
# CDK5 inh = inhibitors of human CDK5/p35 kinase, primary screen, biochemical, single concentration | Cyclin-dependent kinase 5 (Homo sapiens) + Cyclin-dependent kinase 5 activator 1 (Homo … | Recombinant CDK5/p35, ADP-Glo luminescence, 60 min | inhibition, % at 10 µM | hit rate 0.01% among 330,000 | AID 488839, 2010;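 active = highest replicate inhibition of at least 50% and at least 75% of replicates reaching 50%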;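 note: plate controls were DMSO neutral control for no effect and GW8510 at 10 µM for full effect; many of its hits are not listed in these tables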
# Target sequence (Q00535 whole entry, looked up): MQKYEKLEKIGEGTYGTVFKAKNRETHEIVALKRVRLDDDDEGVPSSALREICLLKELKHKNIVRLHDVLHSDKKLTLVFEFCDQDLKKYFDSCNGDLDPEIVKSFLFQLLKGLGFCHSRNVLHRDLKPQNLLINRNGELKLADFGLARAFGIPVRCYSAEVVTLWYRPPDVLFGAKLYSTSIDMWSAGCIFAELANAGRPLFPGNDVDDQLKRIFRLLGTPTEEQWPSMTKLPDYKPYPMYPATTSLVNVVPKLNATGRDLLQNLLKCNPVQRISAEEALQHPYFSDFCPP
# Target sequence (Q15078 whole entry, looked up): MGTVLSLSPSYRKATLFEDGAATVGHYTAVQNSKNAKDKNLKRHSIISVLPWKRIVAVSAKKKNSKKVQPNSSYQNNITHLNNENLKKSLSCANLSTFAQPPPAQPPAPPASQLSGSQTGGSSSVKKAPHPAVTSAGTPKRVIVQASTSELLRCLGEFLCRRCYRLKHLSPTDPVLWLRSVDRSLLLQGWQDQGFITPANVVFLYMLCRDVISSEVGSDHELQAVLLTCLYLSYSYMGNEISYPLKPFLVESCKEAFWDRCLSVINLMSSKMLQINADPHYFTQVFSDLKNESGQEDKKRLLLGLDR
# Keap1-Nrf2 PPI = Keap1-Nrf2 protein-protein interaction inhibitors, primary screen, biochemical, fluorescence polarization, single point; hit rate 0.15% among 340,000; Kelch-like ECH-associated protein 1 (Homo sapiens), Q14145; inhibition, % at 9.4 µM; Keap1 Kelch-Nrf2 peptide fluorescence polarization, 1536-well; in the data active = inhibition above about 12%;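 note: human Keap1 Kelch domain with fluorescein labeled Nrf2 9mer peptide probe; 0% = neutral control wells and 100% = peptide positive control; higher means more block of Keap1 binding to Nrf2 peptide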
# LANA DNA inh = inhibitors of KSHV C-LANA binding to DNA, primary screen, biochemical, fluorescence polarization, FAM-LBS DNA, MBP-C-LANA, single point; hit rate 0.078% among 340,000; AID 504423, 2011; inhibition, % at 9 µM;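 active = highest replicate inhibition at or above 60% at 9 µM, even if other replicates fall short; inactive = all replicates below 60% inhibition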;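 note: 0% = neutral control wells and 100% = 4 µM acridine orange control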
# dFosB act = activators of delta FosB homodimer, primary screen, biochemical, fluorescence polarization, TAMRA-CDK5 oligo, single point; Protein FosB (Mus musculus), P13346; hit rate 0.99% among 340,000; AID 493131, 2011; purified delta FosB; percent of positive-control signal above neutral wells; activation, % at 25 µM;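 active = mean activation above about 17%, with every replicate also reaching it, limit read from the data, passing the limit was not always enough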;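 note: fluorescence polarization rise as delta FosB binds a TAMRA Cdk5 AP-1 oligo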
# Target sequence (P13346 whole entry, looked up): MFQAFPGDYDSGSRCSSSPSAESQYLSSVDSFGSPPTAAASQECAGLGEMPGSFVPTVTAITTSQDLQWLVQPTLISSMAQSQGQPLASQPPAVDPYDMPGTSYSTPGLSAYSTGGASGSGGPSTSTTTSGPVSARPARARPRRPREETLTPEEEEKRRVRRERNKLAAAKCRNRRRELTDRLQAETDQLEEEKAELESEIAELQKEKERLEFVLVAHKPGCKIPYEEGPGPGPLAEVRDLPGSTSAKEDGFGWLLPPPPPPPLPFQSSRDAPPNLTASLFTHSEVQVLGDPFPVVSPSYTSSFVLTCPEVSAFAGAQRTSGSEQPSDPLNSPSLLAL
# Rtt109 Vps75 = inhibitors of C. albicans Rtt109/Vps75 HAT, primary screen, biochemical, ThioGlo CoA-SH fluorescence, plate reader; Histone acetyltransferase RTT109 (Candida albicans (strain SC5314 / ATCC MYA-2876)), …; purified Rtt109/Vps75, 4 h; inhibition, % at 34.9 µM; hit rate 0.16% among 330,000; AID 540336, 2011;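 active = inhibition of at least 50% in every replicate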
# cardiac RTF act = cardiac RTF calcium sensitivity activators, primary screen, biochemical, IANBD-TnC fluorescence, EC20 calcium; IANBD-labeled TnC RTF fluorescence at EC20 calcium; 0% EC20 calcium, 100% full calcium; activation, % at 7.2 µM; hit rate 0.24% among 340,000;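 active = activation above the mean over all tested compounds plus 3 SD, cut at about 30% in these data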;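 note: rise in fluorescence read as greater calcium sensitivity of cardiac thin filaments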
# PfHsp90 set2 = growth inhibition of PfHsp90-expressing yeast, primary screen, antimalarial PfHsp90 inhibitor project, S. cerevisiae, BacTiter-Glo luminescence, single point, set 2. inhibition, % at 9.4 µM. hit rate 0.32% among 310,000. BacTiter-Glo ATP, 48 h; yeast lacking PDR1 and PDR3 efflux regulators;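 active = every replicate shows inhibition above about 80%, whatever the replicate mean, limit read from the data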;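 note: 0% = DMSO neutral controls and 100% = 20 µM radicicol positive controls; yeast relying on Plasmodium falciparum Hsp90 in place of its own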
# Cardiac RTF inh = cardiac RTF calcium sensitivity inhibitors, primary screen, biochemical, IANBD-TnC fluorescence, EC70 calcium. Troponin I, cardiac muscle (Homo sapiens) + Troponin T, cardiac muscle (Homo sapiens) + …. IANBD-labeled cardiac RTF, Ca2+ fluorescence. inhibition, % at 7.15 µM. hit rate 0.12% among 340,000;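 active = inhibition above the mean inhibition of all tested compounds plus 3 SD, cut at about 17% in these data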;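 note: assay run at fixed EC70 calcium of 1.6 mM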
# SUMO Mot1 rescue = yeast Mot1-301 growth rescue at high temperature, primary screen, SUMOylation pathway inhibitor project, S. cerevisiae, ATP luminescence, 38.5C. hit rate 1% among 320,000. S. cerevisiae Mot1-301 growth rescue; percent above DMSO median, 100 means doubled. AID 2716, 2010. growth rescue, % at 18.8 µM;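 active = every valid replicate shows activation above 250% relative to neutral control wells; inactive = the rest, any valid replicate at or below 250%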;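 note: OY570 slx delta 5 strain wells were the positive control but not used for scaling; some compounds called inactive have numbers as strong as hits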
# * hit, by the source's call; / = not tested or not shown; & = joins results of further samples.
SMILES,NSD2 HMT inh,PvdQ inh,CDK5 inh,Keap1-Nrf2 PPI,LANA DNA inh,dFosB act,Rtt109 Vps75,cardiac RTF act,PfHsp90 set2,Cardiac RTF inh,SUMO Mot1 rescue
Cc1sc(N2C(=O)C3C(C2=O)[C@H]2C=C[C@@H]3C2)c(C#N)c1C (some centres undefined),-2,-13,1.1,3,0.9,-1,-2,-6,-2,0,-4
COc1ccc(C(=O)Nc2ccccc2C(=O)N2CCOCC2)cc1,-2,-7,0.4,3,-0.2,5,-7,4,-14,-5,-5
CCOC(=O)c1csc(NC(=O)c2ccc(OCC)cc2)n1,-2,-12,-0.8,2,3.4,-2,10,3,-3,-3,/
CCCCCCCCNC(C)C(O)c1ccc(SC(C)C)cc1 (centres undefined),/,-10&1,-0.3,-6,-2.2,-11,22&47,4,-35,-7,-43
COCCN(C(=O)COc1ccccc1)c1nnc(-c2cccnc2)s1,-4,1,0.5,2,0.8,32*,-4,8,-2,0,94
COc1cccc(CNC(=O)C2CCN(C(=O)N3CC(C)Oc4ccccc43)CC2)c1 (centres undefined),/,-3,0.0,6,-0.3,1,12,2,8,-4,17
CCc1noc(C)c1C(=O)N1CCCSC1=Nc1ccccc1,-4,3,0.0,-5,-1.5,0,-3,9,21,5,-22
C=C(C)C(=O)Nc1ccc(NC(C)C)cc1,1,-17,2.3,-3,-0.6,7,9,5,7,-6,189
CCOc1ccc(C(=O)COC(=O)c2cc(=O)[nH]c3ccccc23)cc1,-1,3,-0.4,/,/,4,/,-9,-4,2,-10
CN1CCN(c2ccc(S(=O)(=O)N3CCCCC3)cc2NC(=O)COc2ccc([N+](=O)[O-])cc2)CC1,2,-1,-0.9,4,0.9,-7,-7,-3,20,-9,86
O=C(O)c1[nH]c2ccccc2c1CC(=O)N1CCOCC1,12,-7,1.3,1,0.0,-3,-2,-2,/,-9,5
O=C(COC(=O)c1ccc(OC(F)F)cc1)NCCCN1CCCC1=O,-2,-4,-1.0,1,7.2,-4,-7,-2,8,6,0
Cc1ccc(S(=O)(=O)NCCNc2ccccc2[N+](=O)[O-])cc1,9,-5,-0.3,1,0.9,-3,0,0,30,14,103
C[C@@H]1CN[C@@H](CCO)/C1=C\c1ccccc1,/,-7,-4.4,-3,1.3,3,8,-10,9,-3,/
CC(C)NC(=O)CN1CCN(c2ncccn2)CC1,/,-9,-0.9,2,0.3,7,2,-1,-20,1,-10
CCCCn1c(SCC(=O)Nc2cc(C)on2)nc2ccccc2c1=O,0,-20,2.0,-3,-2.0,4,-12,4,-22,-9,-7
O=C(CSc1ccc(-c2ccncc2)nn1)c1ccccc1,-1,-6,-0.2,0,-1.2,-17,-2,-2,10,0,210
COc1ccc(C2(CNC(=O)c3ccc(OC)c([N+](=O)[O-])c3)CCCCC2)cc1OC,2,-2,0.6,2,0.2,0,0,0,3,13,-10
O/N=C(\C[n+]1ccccc1)c1ccc(Br)cc1,2,-13,0.2,-2,1.1,0,1,-4,10,1,2
OCCOCCn1c(-c2ccccc2)nc(=S)c2c1CCCC2,/,19,4.1,-15,0.5,-4,-97,4,8,-7,15
N#Cc1ccccc1OCC(=O)Nc1c(C(=O)C2CC2)oc2ccccc12,-2,-6,-1.1,-3,-0.8,6,7,0,/,-5,-17
CCC(C)C(NC(=O)OC(C)(C)C)C(=O)NC(C(=O)NC(C)C(N)=O)C(C)C (centres undefined),-2,-5,-1.0,6,0.0,3,-7,-2,-4,-7,-25
COc1ccc(N2C(=O)CC(NC34CC5CC(CC(C5)C3)C4)C2=O)c(OC)c1 (centres undefined),2,-3,-0.6,-1,-0.7,-9,-1,1,-5,-8,-6
COc1ccc(NC(=O)COC(=O)/C=C/c2ccccc2[N+](=O)[O-])cc1,-8,0,0.2,1,0.5,3,-3,2,-8,-1,4
COc1ccc(NC(=O)C2CCN(S(=O)(=O)c3cccc4nonc34)CC2)cc1OC,-6,-1,-0.3,-5,0.9,-8,3,-9,27,5,9
C=CCn1c(-c2ccc(OC)c(OC)c2)cs/c1=N\c1ccccn1,1,-14,1.0,-7,0.7,-5,-6,1,1,-1,-4
Cc1cc(Cl)c(S(=O)(=O)N2CCN(c3ccc(F)cc3)CC2)cc1OCC(=O)NC1CCCCC1,-7,3,1.9,-2,-0.6,-5,12,-3,12,1,-6
COc1cccc(CN2CCNC(=O)C2CC(=O)N(C)C2CCCCC2)c1 (centres undefined),4,-10,-2.3,0,0.1,-2,9,-1,-13,-10,143
COc1ccc(S(=O)(=O)NCC(c2cccnc2)N2CCN(C)CC2)cc1OC (centres undefined),-2,9,-1.5,5,2.3,-1,20,-4,3,2,-9
COc1cc(OC)c2c(-c3cccc(-c4ccc(OC)c(OC)c4)c3)cc(=O)oc2c1,/,11,1.0,-4,-1.4,-5,5,-4,-5,-1,/
COc1cc(CC(=O)OCC(=O)Nc2ccc3c(c2)OCCO3)cc(OC)c1OC,-3,6,2.2,-1,0.8,-5,/,-7,0,-1,11
COCCCNCCCCOc1ccc(C)cc1[N+](=O)[O-],-2,-2,0.5,-1,0.4,8,2,2,3,-3,4
Cc1cccc(NCC(=O)N/N=C\c2ccc[nH]2)c1,2,-9,0.9,-4,1.0,-13,0,3,-32,-5,1
O=S(=O)(NCCCc1ccccc1)c1cccc2nsnc12,12,-4,-2.2,-7,-1.6,-2,-4,13,-1,-2,8
O=C(CSc1oc(-c2ccccc2)nc1S(=O)(=O)c1ccccc1)NCC1CCCO1 (centres undefined),0,-9,1.6,-2,-0.7,-14,0,0,-16,-8,-11
COc1ccc(N(C)S(=O)(=O)c2cccc(C(=O)Nc3nnc(C)s3)c2)cc1,0,2,-0.2,-2,0.3,-8,17,3,2,-2,-9
O=C(NCc1cc(C(F)(F)F)cc(C(F)(F)F)c1)C12CN(Cc3ccccc3)CC1C(c1cccc([N+](=O)[O-])c1)=NO2 (centres undefined),/,-6,-6.4,-5,1.7,0,1,0,/,3,5
Cc1cc(C(=O)N2CCCc3ccccc32)no1,2,-7,0.7,3,-0.1,-2,8,-2,11,-11,14
CC1(C)CC(=O)CC(=NCC(=O)O)C1,-3,-6,2.7,-2,0.1,5,-14,1,/,-3,-2
Cc1cc(/C=N/n2cnnc2)c(C)n1-c1cccc(Cl)c1,11,-7,3.0,-3,-0.2,-8,16,-3,-22,-3,3
COc1ccc(CN2CCN(C(=O)CCC(=O)Nc3nnc(CC(C)C)s3)CC2)cc1F,-2,2,-2.1,-5,-2.1,-20,-2,2,3,-9,-6
CC(C)(O)CN(C(=O)c1ccc([N+](=O)[O-])cc1)C1CCCC1,-2,-12,1.6,-2,1.2,2,1,-5,0,3,/
CN(C(=O)COC(=O)c1cc2c(s1)CCCCC2)C1CCS(=O)(=O)C1 (centres undefined),0,-12,-0.1,3,0.5,-7,-6,-5,-5,-5,4
CCNC(=S)N/N=C/c1cc(C)n(-c2ccc(Cl)cc2)c1C,1,-5,-0.4,-3,0.5,-9,-10,-1,7,-6,10
CC(=O)c1ccc(N(C(=O)CNC(=O)c2ccco2)C(C(=O)NC2CCCC2)c2cccnc2)cc1 (centres undefined),-2,-18,1.2,0,-1.3,2,-5,3,-18,-6,3
CCc1ccccc1NC(=S)N(CCCN1CCN(C)CC1)Cc1cccs1,2,-18,-1.0,-3,-0.1,-2,10,8,30,-2,-21
CC(C)c1cc(=O)oc2c3c4c(cc12)CCCN4CCC3,5,-28,0.8,-1,7.7,-9,12,7,-15,-18,11
COc1ccc(Cn2nnnc2C(c2ccc(N(C)C)cc2)N2CCC(C)CC2)cc1 (centres undefined),4,-11,0.6,-4,1.1,-4,-17,0,11,-5,17
CN(CC(=O)Nc1cccc(F)c1)C(=O)Cn1c(=O)oc2ccccc21,0,-5,-2.0,3,-0.3,2,-2,-2,-1,-2,-10
COc1ccccc1N1CCN(C(=O)CSc2ncccc2-c2nc3ccccc3[nH]2)CC1,0,-8,-2.9,-7,2.6,-17,7,9,26,-11,52
C=CCOc1ccc(/C=C/C(=O)OCC(=O)NCc2ccco2)cc1,9,-4,0.0,-1,0.6,2,1,-5,17,11,151
CC(NC(=O)c1cccc(C(F)(F)F)c1)C1CCCO1 (centres undefined),2,3,0.8,0,0.4,4,3,1,9,2,-5
CN1CCCN(C(=O)c2ccc(Br)cc2)CC1,30,-13,1.1,-2,-1.7,-4,-3,0,-15,-3,-13
CC(C)c1onc(C(=O)N2CCCCC2C)c1[N+](=O)[O-] (centres undefined),-1,-3,0.1,-1,-0.7,-1,5,0,19,4,8
CC(C)Oc1ccc(C2CC(=O)N(c3ccc(N(C)C)cc3)C2=O)cc1 (centres undefined),0,-8,-2.2,-2,-1.7,-4,8,5,-8,-3,-13
Brc1ccccc1-c1cnco1,-2,4,-1.8,-2,0.8,-5,11,2,9,11,-6
O=C(COc1ccc([N+](=O)[O-])cc1)N1CCN(c2nnc(-c3ccccc3)c3ccccc23)CC1,2,-10,-0.2,3,0.4,-6,-2,1,14,-8,-26
O=C(Cc1ccc(Br)cc1)N1CCN(c2ccc(F)cc2)CC1,3,-6,1.4,3,0.3,-3,-3,-3,2,5,-10
CC(C)NC(=O)CN(C(=O)CCC(=O)Nc1nccs1)c1ccc2c(c1)OCO2,-5,-7,0.4,6,1.5,-4,1,-3,2,4,-10
O=c1[nH]c(SCCOc2ccccc2F)nc2ccccc12,1,-9,-1.1,2,0.1,-10,-4,-2,/,-2,-4
Cc1ccc2c(C)nc(SC(C(=O)c3ccccc3)c3ccccc3)nc2c1 (centres undefined),2,-5,0.9,-7,2.7,1,-3,2,-7,-7,-15

# Retrieved one by one from the entries so far (2):
SMILES,NSD2 HMT inh,PvdQ inh,CDK5 inh,Keap1-Nrf2 PPI,LANA DNA inh,dFosB act,Rtt109 Vps75,cardiac RTF act,PfHsp90 set2,Cardiac RTF inh,SUMO Mot1 rescue
CCNC(=S)N/N=C/c1cc(C)n(-c2ccc(Cl)cc2)c1C,1,-5,-0.4,-3,0.5,-9,-10,-1,7,-6,10
COc1ccc(CN2CCN(C(=O)CCC(=O)Nc3nnc(CC(C)C)s3)CC2)cc1F,-2,2,-2.1,-5,-2.1,-20,-2,2,3,-9,-6
